CHO-K1 Ca antag: M1 antagonist counterscreen hit in parental CHO-K1 cells; hit rate 0.6% among 360,000; inhibition, % at 3 µM; ATP-induced calcium, Fluo-8 fluorescence;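 active means inhibition above a per-plate cutoff, the plate's mean sample inhibition plus 3 SD, cut at about 24% in these data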;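 further: 0% = DMSO plus EC80 ATP and 100% = DMSO alone without ATP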
CHRM1 agonist: human M1 muscarinic receptor agonists, primary screen, Fluo-8 calcium fluorescence, CHO-K1 cells, HTS; Muscarinic acetylcholine receptor M1 (Homo sapiens), P11229; CHO-K1 hM1, agonist mode; 0% DMSO, 100% acetylcholine EC100; activation, % at 3 µM; hit rate 0.33% among 360,000; AID 588814, 2011;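 active means activation above the run's mean compound activation plus 3 SD, cut at about 16% in these data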;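 further: peak over basal fluorescence ratio within a 140 s kinetic read after compound addition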
Target sequence (P11229 whole entry, looked up): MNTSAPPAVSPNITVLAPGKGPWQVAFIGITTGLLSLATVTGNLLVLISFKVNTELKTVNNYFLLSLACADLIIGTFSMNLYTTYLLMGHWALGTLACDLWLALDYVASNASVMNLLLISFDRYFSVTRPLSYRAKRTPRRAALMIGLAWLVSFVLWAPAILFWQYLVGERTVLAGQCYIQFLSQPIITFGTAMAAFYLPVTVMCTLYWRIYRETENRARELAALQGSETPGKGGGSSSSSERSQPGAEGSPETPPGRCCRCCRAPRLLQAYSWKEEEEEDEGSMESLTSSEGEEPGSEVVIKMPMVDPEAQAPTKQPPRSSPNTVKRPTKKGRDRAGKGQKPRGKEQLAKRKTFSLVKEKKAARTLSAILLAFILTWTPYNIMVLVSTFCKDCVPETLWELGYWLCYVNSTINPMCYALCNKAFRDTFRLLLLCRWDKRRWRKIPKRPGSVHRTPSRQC
CHRM1 PAM: human M1 muscarinic receptor positive allosteric modulators, primary screen, CHO-K1 cells, Fluo-8 calcium fluorescence, 1536-well. Muscarinic acetylcholine receptor M1 (Homo sapiens), P11229. CHO-K1 hM1, ACh EC20; 0% = ACh EC20, 100% = maximal ACh. activation, % at 3 µM. hit rate 0.088% among 360,000. AID 588819, 2011; in the data active means activation above about 19%, passing the limit was not always enough
CHRM1 antagonist: human M1 muscarinic receptor antagonists, primary screen, CHO-K1 cells, Fluo-8 calcium fluorescence, 1536-well; CHO-K1 hM1, ACh EC80 antagonist; AID 588852, 2011; inhibition, % at 3 µM; Muscarinic acetylcholine receptor M1 (Homo sapiens), P11229; hit rate 1.3% among 360,000;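 active means percent inhibition above its own plate's cutoff, namely the mean of that plate's compound wells plus 3 SD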;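 further: peak over basal fluorescence ratio during 140 s after agonist addition; 0% = ACh EC80 plus DMSO and 100% = DMSO alone without agonist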
CHO parental Ca: ATP-evoked calcium signal inhibitors, parental CHO, primary screen, counter-screen for OX1R antagonist project, cell-based, fluorescence, Fluo-8 calcium dye. parental CHO-K1, ATP-induced calcium, Fluo-8 fluorescence. inhibition, % at 5.6 µM. hit rate 0.63% among 330,000;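 active means inhibition above that plate's mean sample inhibition plus 3 SD, cut at about 26% in these data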;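 further: 0% = ATP-challenged DMSO wells and 100% = DMSO wells without ATP; some compounds past the cut are filed as inactive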
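Material – parental CHO cells · Reagent – ATP stimulus · Compound – single nominal dose of 5.6 µM per compound · Detection – Fluo-8 fluorescence · Read-out basis – percent inhibition of calcium signal · Controls – ATP-challenged DMSO wells low, unchallenged DMSO wells high · Repeats – no replicates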
M1 ag parental: counter-screen for M1 agonists: effect in parental CHO-K1 cells | Fluo-8 calcium fluorescence; scaled to maximal ATP response, vehicle zero | activation, % at 3 µM | hit rate 0.48% among 360,000; in the data active means activation above about 15%;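 further: untransfected CHO-K1 host cells lacking M1 receptor as counterscreen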
TAAR1 antagonist: human TAAR1 antagonists, primary screen, Fluo-8 calcium fluorescence, CHO RD-HGA16 cells. antagonist. hit rate 1.5% among 360,000. inhibition, % at 3 µM. AID 624466, 2012;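 active means inhibition above a per-plate cutoff, the mean inhibition of test compounds on that plate plus 3 SD, cut at about 49% in these data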;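 further: 0% = DMSO plus EC80 beta-PEA response and 100% = DMSO alone without agonist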
Target sequence (Q96RJ0 whole entry, looked up): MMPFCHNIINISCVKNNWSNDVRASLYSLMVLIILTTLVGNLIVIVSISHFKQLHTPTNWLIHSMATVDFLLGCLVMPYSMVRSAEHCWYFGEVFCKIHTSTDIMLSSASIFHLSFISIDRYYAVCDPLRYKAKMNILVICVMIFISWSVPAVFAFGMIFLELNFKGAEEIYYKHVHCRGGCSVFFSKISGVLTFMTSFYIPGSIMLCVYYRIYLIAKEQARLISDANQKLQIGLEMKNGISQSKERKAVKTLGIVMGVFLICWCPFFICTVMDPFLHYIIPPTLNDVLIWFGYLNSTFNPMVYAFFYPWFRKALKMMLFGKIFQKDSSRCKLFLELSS
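Test system: RD-HGA16 CHO cells with stable hTAAR1 and Gα16 / Probe or stimulus: EC80 β-phenethylamine stimulus / Times: seeding 17-24 h prior, 75-min 37 °C, 30-min RT dye loading / Detection: Fluo-8 calcium-sensitive fluorescence / Read-out basis: % inhibition scaled between DMSO and EC80 PEA controls / Repeats: singlicate, one well per test compound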
TAAR1 agonist: human TAAR1 agonists, primary screen, Fluo-8 calcium fluorescence, CHO RD-HGA16 cells. Trace amine-associated receptor 1 (Homo sapiens), Q96RJ0. vehicle wells 0%, saturating PEA agonist 100%. activation, % at 3 µM. hit rate 0.99% among 360,000. AID 624467, 2012;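 active means activation above the mean activation of all test compounds in the run plus 3 SD, cut at about 38% in these data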
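test system = CHO RD-HGA16 cells carrying human TAAR1 plus Gα16 | schedule = 17-24 h seeding, 75 min 37 °C dye, 30 min RT | compound dosing = 3 µM single concentration | control set = DMSO and PEA EC100 | replicates = n 1 | signal = Fluo-8 fluorescence, 5 s baseline then 140 s kinetic read | measure = percent activation vs PEA EC100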
CHO-K1 Ca PAM: nonselective calcium activators in parental CHO-K1 cells, primary screen, counter-screen for M1 PAM project, cell-based, Fluo-8 calcium fluorescence, full deck, 1536-well; activation, % at 3 µM; ATP EC20; 0% at ATP EC20, 100% at ATP max; hit rate 0.02% among 360,000;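 active means activation above the run cutoff, the mean activation of all test compounds plus 3 SD, cut at about 40% in these data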;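 further: peak over basal fluorescence ratio in a 140 s read after ATP addition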
* = called active by the depositor; . = no result given; & = joins results of further samples.

Below each compound: CHO-K1 Ca antag	CHRM1 agonist	CHRM1 PAM	CHRM1 antagonist	CHO parental Ca	M1 ag parental	TAAR1 antagonist	TAAR1 agonist	CHO-K1 Ca PAM
O=C(CCC(=O)N1CCN(c2ccccn2)CC1)Nc1nnc(C2CCCCC2)s1
→ -16	-4	2	-16	-17	-0.2	-24	7	-6
Cc1csc(=O)n1CC(=O)OCC(=O)N(CC(C)C)c1c(N)n(Cc2ccccc2)c(=O)[nH]c1=O
→ -5	0	6	-8	-3	2.0	1	0	11
COc1ccc(Cl)cc1CN1C(=O)NC2(CCCCCC2)C1=O
→ -15	-4	8	-15	-13	5.0	-21	-1	-3
Cc1ccc(OCCCN2CCOCC2)cc1
→ 1	-4	15	-11	-3	0.6	0	1	-6
CC(=O)NC(CCS(C)(=O)=O)C(=O)Nc1c(C)cccc1C (stereo not given)
→ 1	-3	7	-15	-7	0.6	0	0	15
COC(=O)CNC(=O)COC(=O)/C=C/c1ccccc1[N+](=O)[O-]
→ -16	-3	4	-10	12	0.4	-13	12	11
Cc1ccc(CN2C(=O)CCC2C(=O)NC(C)C)cc1 (stereo not given)
→ -3	-1	11	-15	-5	0.2	5	2	5
CN1C(=O)N(CC(=O)NCc2ccc(Cl)cc2Cl)C(=O)C12CCCCC2
→ -1	-2	0	1	-14	3.6	-3	14	-4
Cc1oc(C2CC2)cc1C(=O)O
→ -7	-2	4	-5	6	0.8	10	-1	6
CCOc1ccc(NC(=O)CN(C)C(=O)c2nc3nc(C)cc(C)n3n2)cc1OCC
→ 12	-4	2	5	0	0.4	-26	5	-22
Cc1ccc(NC(=S)NC(=O)CC2CC(C)(C)OC2=O)cc1 (stereo not given)
→ -9	-7	12	-8	-4	0.2	-7	1	10
CC(C)c1ccc(S(=O)(=O)N2CCN(C(=O)CCNC(=O)Nc3ccccc3)CC2)cc1
→ -8	-4	-3	2	-28	0.5	-11	6	-4
CCOC(=O)C1CCN(C(=O)CSc2nccc(C)n2)CC1
→ 1	-6	11	-6	-10	-0.1	9	4	3
COc1ccc(OC)c(NC(=O)CCCSc2ccccc2)c1
→ -19	-5	8	-13	-18	0.4	-13	5	9
Cn1cccc1CC(=O)NNC(=S)Nc1ccccc1Cl
→ -8	-5	5	2	-5	0.5	5	-1	22
Cc1cccc(N=Cc2[nH]c3ccc(Br)c(Cl)c3c2O)c1
→ -4	-2	4	0	3	4.0	-7	6	22
CC1CN(C(=S)Nc2ccc(Br)cc2Cl)CC(C)O1 (stereo not given)
→ -4	0	4	-5	-4	0.5	-26	3	3
CCCCNS(=O)(=O)c1ccc(S(=O)(=O)N2CCC3(CC2)OCCO3)cc1
→ -17	2	7	-12	0	4.2	11	10	20
Cc1cccc(C(=O)NCC(=O)OCC(=O)c2ccc(Cl)s2)c1
→ 2	-3	12	-12	.	1.1	4	-1	3
CC(c1ccccc1)C(CC(=O)O)C(=O)NC1CCCCC1 (stereo not given)
→ -17	-1	8	-4	1	0.3	-18	1	9
Nc1nc(SCc2ccccc2Cl)nc2nc3c(cc12)CCCC3
→ -20	-5	0	-4	-32	-0.5	11	8	9
CC1(C)NC(=O)N(CC(=O)OCc2cc(=O)n3cc(Br)ccc3n2)C1=O
→ -11	-4	4	-2	-7	0.2	-2	1	16
Cc1cc(OC(=O)c2ccccc2C)c([N+](=O)[O-])c(=O)[nH]1
→ 4	1	-5	17	-2	6.3	-12	2	12
Cc1cccc(C)c1OCC(=O)Nc1cccc(S(=O)(=O)N2CCCCCC2)c1
→ -5	-5	-12	13	.	1.8	27	-1	-3
COc1ccc(C(=O)n2cnc3ccccc32)cc1
→ -3	-3	0	-5	-1	-0.2	-17	4	1
COc1ccccc1C(=O)Nc1ccnn1C1CCN(Cc2cnn(C)c2)CC1
→ -12	-1	10	-12	-7	-0.5	-14	3	6
COc1ccc(CN2CCN(C(=O)CCC(=O)Nc3nnc(C(F)(F)F)s3)CC2)cc1F
→ -28	-3	-9	9	-7	7.1	-20	2	9
O=S1(=O)CC2N=C(N(Cc3c(F)cccc3Cl)c3ccccc3F)SC2C1 (stereo not given)
→ -5	-5	12	-11	-9	2.3	8	4	17
COCOc1cccc(CN2CCC2(C)C(=O)Nc2cc(OC)ccc2OC)c1 (stereo not given)
→ -12	-8	-8	-2	.	0.3	31	-2	26
Cc1ccc(-c2cn(-c3ccccc3)c3[n+]2CCCS3)cc1
→ -11&-3	-4&-10	-22&-19	40&17	-3&-3	0.9&0.0	0&-1	10&1	17&14
COc1ccc(C2C3(C#N)C(N)=NC(OC)(OC)C23C#N)cc1 (stereo not given)
→ -12	-3	5	-10	-4	0.3	2	2	16
Cc1c(Cl)cnc(NC(=O)CSc2nnnn2C)c1Cl
→ -10	-5	12	-14	-1	0.5	-14	3	10
CSc1ccc(CN2CCC(CO)(CCOc3ccccc3)CC2)cc1
→ -7	-6	-18	31	-19	3.6	-23	20	5
CCOC(=O)N1CCC(NC(=O)c2sc(-n3cccc3)nc2C)CC1
→ 9	-4	2	-1	-33	1.3	4	6	0
COc1ccc2c(c1OC)C(=O)OC2Nc1ncc(Br)cc1Br (stereo not given)
→ -2	-2	5	-2	-4	-0.2	1	11	14
COc1cc(OC)c(N2CC(C(=O)Nc3cc(Cl)ccc3N3CCOCC3)CC2=O)cc1Cl (stereo not given)
→ -10	-5	0	-3	-17	4.6	6	9	4
COc1ccc(Cc2nc3ccc(S(=O)(=O)N4CCOCC4)cc3[nH]2)cc1
→ -5	-3	-4	-2	-5	0.4	-4	12	7
COc1ccc(C(=O)C2CCCN(C(=O)/C=C/c3ccccn3)C2)c(C)c1 (stereo not given)
→ -5	-5	8	-12	-10	1.9	12	5	21
Cc1ccccc1OCC1Cc2c(nc(N)c(C#N)c2N)O1 (stereo not given)
→ -2	0	2	-2	-8	0.8	-23	14	6
Cc1cc(NC(=O)C2CCCCC2)ccc1NC(=O)c1ccccc1Cl
→ -7	-4	10	-4	-4	1.1	-6	36	23
CCOC(=O)/C(C#N)=N/Nc1ccc(S(=O)(=O)N2CCc3ccccc32)cc1
→ 17	-1	-5	12	-7	11	-9	8	9
Cn1cccc1/C=C1\SC(=S)N(NC(=O)c2ccccc2)C1=O
→ 6	-2	-11	14	-9	7.0	-12	1	8
O=C(CSc1ccccc1)NCc1ccccc1
→ 1	-5	10	-12	4	3.1	1	0	-2
Cc1ccc(C(=O)CCC(=O)NC2CCCC(C)C2C)cc1 (stereo not given)
→ 6	-5	4	0	1	13	-21	-3	3
O=C(NNC(=O)C1CCC1)c1cccc(Cl)c1
→ -31	-1	2	-10	-12	0.7	2	-3	13
Cc1ccc(S(=O)(=O)N2CCN(C(=O)CSc3nccn3C)CC2)cc1
→ -9	-5	15	-20	5	0.1	-25	2	14
Cc1cc(C)cc(C(=O)Nc2nnc(SCC(=O)N3CCCc4ccccc43)s2)c1
→ -2	-8	11	-7	-11	-0.3	-3	0	-1
Cc1cc(C)cc(NS(=O)(=O)c2ccc(NC(=O)C3CCCCC3C(=O)O)cc2)c1 (stereo not given)
→ 2	-4	-1	-1	11	-0.1	-7	3	9
Oc1c(C(c2cccs2)N2CCN(c3cccc(Cl)c3)CC2)sc2ncnn12 (stereo not given)
→ -13	-1	9	-19	-7	2.5	-10	6	29
COc1cc(OC)cc(N2C(=O)CC(N3CCC(C(=O)N4CCCCC4)CC3)C2=O)c1 (stereo not given)
→ -2	-2	2	2	.	-0.1	-26	1	5

(next part)
Below each compound: CHO-K1 Ca antag	CHRM1 agonist	CHRM1 PAM	CHRM1 antagonist	CHO parental Ca	M1 ag parental	TAAR1 antagonist	TAAR1 agonist	CHO-K1 Ca PAM
CC1CC(Nc2ccccc2)c2ccccc2N1C(=O)c1ccccc1F (stereo not given)
→ -2	-3	10	-21	-10	-0.4	-26	-3	12
Cc1ccccc1NC(=S)N(C)Cc1cccs1
→ -12	-3	5	-10	5	0.3	-4	4	4
CC1CCCCN1c1nnc(N)s1 (stereo not given)
→ 9	-4	1	1	-6	0.0	13	3	-2
O=C(Nc1ccc2snnc2c1)N1CCSCC1
→ -11	-2	1	5	-6	0.5	-7	2	9
CCn1c(CNc2ccc(OC)cc2)nnc1SCC(=O)Nc1ccc(F)cc1
→ -2	-2	4	-6	-2	0.3	2	8	2
CCC(C)Sc1nnc(NC(=O)C2CCN(C(=O)c3ccco3)CC2)s1 (stereo not given)
→ -7	4	11	0	-14	1.1	-10	32	-2
CCOC(=O)C1CCCN(Cc2cn[nH]c2-c2ccc(F)cc2F)C1 (stereo not given)
→ 4	8	4	-1	-8	18*	-18	11	8
CCN(CC)C(=O)c1cn(-c2ccccc2)nc1-c1ccc2c(c1)OCCO2
→ 1	-7	0	-4	-25	0.9	9	6	3
CCOC(=O)C1=C(C)NC(C)=C(C(=O)OCC)C1c1ccccn1
→ -12&-1	-8&-6	8&-2	-19&0	-10	-0.1&0.0	-32&-7	-1&6	13&-5
CC(Sc1ccc(Cl)cc1)C(=O)NNC(=O)c1ccncc1 (stereo not given)
→ -16	-1	1	-4	-16	0.7	-3	-2	2
Cc1ccc(NC(=O)NCc2ccc3c(c2)OCO3)cc1
→ -11	-3	1	0	11	0.1	-6	0	5
C/C(N)=C(/C#N)C(=O)CSc1nnc(Nc2c(C)cccc2C)s1
→ -20&3	-2&-3	9&-2	-13&9	-16	2.0&0.9	-1&-3	1&2	22&-5
CCCOc1ccc(C2=CC(=O)C[C@H](c3ccc(OC)cc3)C2)cc1
→ -16	-4	1	-1	-29	0.9	39	10	14
CC(=O)N(Cc1ccccc1)Cc1nc2sc(C)c(C)c2c(=O)[nH]1
→ -1	-4	10	-6	1	0.9	-6	13	-7
Cc1c(C(=O)NCc2ccco2)oc2c(Cl)cccc12
→ -7	-5	-1	4	-21	-0.5	-3	-1	-5
CC(C)(C)n1nc2c(c1NC(=O)Cc1ccc(F)cc1)CSC2
→ -4	-3	0	3	-13	0.3	9	2	15
Cc1ccc(NC(=O)C2CC2c2ccccc2)c([N+](=O)[O-])c1 (stereo not given)
→ 1	-6	5	-4	-10	5.4	-9	3	19

Look-ups from the entries so far.
Result for Cc1c(C(=O)NCc2ccco2)oc2c(Cl)cccc12 under CHRM1 antagonist: 4
Result for Cc1ccc(NC(=O)C2CC2c2ccccc2)c([N+](=O)[O-])c1 (stereo not given) under CHO-K1 Ca antag: 1
